HePTP inh = inhibitors of human HePTP phosphatase. inhibition, % at 20 µM. recombinant HePTP phosphatase activity, OD absorbance. hit rate 0.64% among 110,000; in the data active = inhibition above about 50%;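 also: plate controls were vehicle for no effect and reference inhibitor for full effect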
Target sequence (P35236 whole entry, looked up): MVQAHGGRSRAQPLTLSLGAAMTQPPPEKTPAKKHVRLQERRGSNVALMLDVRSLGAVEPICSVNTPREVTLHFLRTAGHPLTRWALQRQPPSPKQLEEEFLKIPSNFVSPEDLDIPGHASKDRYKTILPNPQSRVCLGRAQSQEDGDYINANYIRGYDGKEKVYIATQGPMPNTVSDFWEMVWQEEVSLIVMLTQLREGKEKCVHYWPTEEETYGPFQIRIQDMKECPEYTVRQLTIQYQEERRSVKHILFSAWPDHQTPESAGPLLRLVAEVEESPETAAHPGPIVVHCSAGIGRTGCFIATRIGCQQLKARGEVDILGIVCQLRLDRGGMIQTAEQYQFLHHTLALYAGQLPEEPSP
BAP1 block = human BAP1 deubiquitinase inhibition; Q92560; recombinant BAP1, Ub-AMC hydrolysis fluorescence kinetic; hits give low values; activity remaining (% of control), % at 20 µM; hit rate 0.48% among 72,000;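 active = activity remaining at or below 50% of control, provided the compound also passes the data quality filters; inactive = the rest, including low values that fail the filters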;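 also: 100% = DMSO wells rate and 0% = substrate alone blank rate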
Target sequence (Q92560 whole entry, looked up): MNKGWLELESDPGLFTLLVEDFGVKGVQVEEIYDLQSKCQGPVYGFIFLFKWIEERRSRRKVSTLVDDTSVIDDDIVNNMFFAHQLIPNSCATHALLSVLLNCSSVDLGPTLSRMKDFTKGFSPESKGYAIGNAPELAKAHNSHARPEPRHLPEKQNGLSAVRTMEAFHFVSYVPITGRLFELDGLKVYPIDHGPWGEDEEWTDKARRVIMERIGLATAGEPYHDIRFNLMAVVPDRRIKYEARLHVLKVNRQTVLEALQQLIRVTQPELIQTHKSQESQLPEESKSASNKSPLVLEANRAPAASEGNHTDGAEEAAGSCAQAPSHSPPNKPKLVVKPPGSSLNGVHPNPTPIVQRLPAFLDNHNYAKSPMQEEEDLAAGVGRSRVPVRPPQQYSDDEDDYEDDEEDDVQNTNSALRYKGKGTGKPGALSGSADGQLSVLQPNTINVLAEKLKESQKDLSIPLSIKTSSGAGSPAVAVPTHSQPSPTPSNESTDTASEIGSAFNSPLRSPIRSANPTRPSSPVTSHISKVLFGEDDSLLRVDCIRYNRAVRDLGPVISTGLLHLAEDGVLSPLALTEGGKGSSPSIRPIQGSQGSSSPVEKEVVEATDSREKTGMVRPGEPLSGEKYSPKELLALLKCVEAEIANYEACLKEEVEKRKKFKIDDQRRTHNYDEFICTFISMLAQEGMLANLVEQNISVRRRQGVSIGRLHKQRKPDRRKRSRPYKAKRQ
* = called active by the depositor; nt = not tested or not shown; & = joins results of further samples.

Start of the data: the first five compounds as a preview:
Fields: HePTP inh	BAP1 block
Cc1ccc(CNC(=O)c2ccc([N+](=O)[O-])cc2Cl)cc1
 : 7	nt
O=C(Cn1cnc2c(oc3ccccc32)c1=O)c1ccccc1
 : 0	84
CCOc1ccc(OCC)c2sc(C)nc12
 : -6	104
COc1ccc(Nc2cc(C)nc3c(C)cc(C)c([N+](=O)[O-])c23)cc1
 : nt	111
COc1cccc(-c2nnc(NC(=O)Nc3ccc(Cl)c(Cl)c3)s2)c1
 : 0	nt

Results, from the first entry:
Fields: HePTP inh	BAP1 block
Cc1ccc(CNC(=O)c2ccc([N+](=O)[O-])cc2Cl)cc1
 : 7	nt
O=C(Cn1cnc2c(oc3ccccc32)c1=O)c1ccccc1
 : 0	84
CCOc1ccc(OCC)c2sc(C)nc12
 : -6	104
COc1ccc(Nc2cc(C)nc3c(C)cc(C)c([N+](=O)[O-])c23)cc1
 : nt	111
COc1cccc(-c2nnc(NC(=O)Nc3ccc(Cl)c(Cl)c3)s2)c1
 : 0	nt
Cc1noc(C)c1CSc1nc2ccccc2c(=O)n1-c1ccc(F)cc1F
 : 6	50
COc1ccc(CN(CC(=O)NCc2ccco2)C(=O)CCC(=O)Nc2nccs2)cc1
 : 7	108
CN1C(=O)/C(=C\c2ccc(-c3cc(Cl)cc(Cl)c3)o2)SC1=S
 : 1	nt
CC(O)c1cccc(NC(=O)CCC(=O)O)c1 (stereo not drawn)
 : -6	100
Cn1c(=O)cc(SCC(=O)NCC2COc3ccccc3O2)c2ccccc21 (stereo not drawn)
 : -15	95
Cc1c(C(=O)NC2CCSC2=O)cccc1[N+](=O)[O-] (stereo not drawn)
 : 55*	nt
CCN1CCCC1CNC(=O)Cn1cnc2sc(C)c(S(=O)(=O)N3CCC(C)CC3)c2c1=O (stereo not drawn)
 : 1	nt
O=C(Cc1ccc(Br)cc1)Nc1cc([N+](=O)[O-])ccc1Cl
 : 1	nt
O=C1OCc2cc(NS(=O)(=O)c3cccs3)ccc21
 : 7	79
CC(=O)NCC(=O)OC(C)C(=O)Nc1ccc(C(C)=O)cc1 (stereo not drawn)
 : -4	107
COCCCNC(=O)c1ccc(OC)cc1
 : 5	nt
CC1(C)CC(NC(=O)c2cccc([N+](=O)[O-])c2)CC(C)(C)N1
 : 11	nt
O=C(NCc1ccc2c(c1)OCO2)c1ccccn1
 : 3	89
CCOc1ccc(OCC)c(NC(=O)C2CCCN(c3nc(C)cc(C)n3)C2)c1 (stereo not drawn)
 : 6	55
Cc1ccc(S(=O)(=O)CCC(=O)OCC(=O)N2CC(=O)Nc3ccccc32)cc1
 : -3	116
C=CCNc1nc2c(c(=O)[nH]c(=O)n2C)n1Cc1cccc(C)c1
 : 2	100
CCOc1cccc(NC(=O)C2CC(=O)N(C)C2)c1 (stereo not drawn)
 : 4	107
COc1cccc(-c2nnc(NC(=O)c3cccc(F)c3)o2)c1
 : -2	95
COc1ccc(OC)c(NC(=O)C2CCCCC2C(=O)O)c1 (stereo not drawn)
 : -7	101
O=C1CC(N2CCN(Cc3ccc4c(c3)OCO4)CC2)C(=O)N1c1cc(Cl)cc(Cl)c1 (stereo not drawn)
 : 7	nt
Nc1nnc(SCc2ccccc2[N+](=O)[O-])s1
 : -26	nt
Cc1ccccc1N1C(=O)/C(=C\c2cccs2)SC1=S
 : 7	nt
CN(c1ccc(C(=O)O)cc1)S(=O)(=O)c1ccc(Cl)cc1
 : -10	131
COc1ccc(/C=c2\sc3n(c2=O)C(c2ccc(OC)cc2)C(C(=O)OC(C)C)=C(C)N=3)cc1 (stereo not drawn)
 : -5	nt
CCCCNC(=O)C1CCCN(S(=O)(=O)c2ccc(-n3cnnn3)cc2)C1 (stereo not drawn)
 : -6	102
COC(=O)c1c(NC(=O)c2cccc(F)c2)sc2c1CCCCC2
 : 5	nt
COc1cc(OC)cc(C(=O)Nc2ccc3oc(-c4ccc(I)cc4)nc3c2)c1
 : 12	nt
Cc1cc(=O)oc2c1c(C)nn2-c1nn[nH]n1
 : -5	99
Cc1ccc(NS(=O)(=O)c2ccc(OCC(=O)NCc3ccco3)cc2)cc1
 : 10	91
COc1ccc(/C=C2\SC(=S)N(c3cccc(F)c3)C2=O)c(OC)c1
 : -17	nt
CC(Nc1cc(N2CCN(C)CC2)ccc1[N+](=O)[O-])C12CC3CC(CC(C3)C1)C2 (stereo not drawn)
 : -2&-2	145
N#CCCn1cc(C(CC(=O)c2ccc(Br)cc2)C(=O)O)c2ccccc21 (stereo not drawn)
 : 7	89
Cc1ccc(Nc2nc(-c3ccc(S(=O)(=O)N4CCOCC4)cc3)cs2)cc1Cl
 : 2	nt
CC(SCC(=O)Nc1ccc(S(=O)(=O)N2CCCCC2)cc1)C(=O)O (stereo not drawn)
 : 12	114
CCOc1ccc2nc(N3CCCC(C(=O)NCCCN4CCOCC4)C3)sc2c1 (stereo not drawn)
 : 2	101
CCN(CC)C(=O)CN(C#N)c1nc(NC(C)C)nc(NC(C)C)n1
 : 13	125
O=C1Nc2ccccc2C12OCCS2 (stereo not drawn)
 : 6	93
CSCCC(CO)NC(=O)OCc1ccccc1 (stereo not drawn)
 : 6	96
COC(=O)c1sc(=S)sc1C(=O)OC
 : 16	92
CCOC(=O)c1cccc(NC(=O)COc2ccccc2)c1
 : -18	nt
COc1nc(NC23CC4CC(CC(C4)C2)C3)nc(OC)n1
 : -3	nt
CC(C)[C@H](NC(=O)NCCc1ccc(Cl)cc1)C(=O)O
 : 0	105
COc1ccc(N2CCN(C(=O)C(OC(C)=O)c3ccccc3)CC2)cc1 (stereo not drawn)
 : 2	65
c1ccc2c(c1)oc1c(N3CCOCC3)ncnc12
 : 9	100
O=C1c2ccccc2S(=O)(=O)N1CC1CC(c2ccccc2)=NO1 (stereo not drawn)
 : 2	112
COc1ccc2oc(=O)c(C(=O)N3CCN(c4ccccc4)CC3)cc2c1
 : 6	85
CC(C)c1ccc(NC(=O)C2COc3ccccc3O2)cc1 (stereo not drawn)
 : 4	nt
COC(=O)c1ccsc1NC(=O)CSc1nnnn1-c1ccccc1SC
 : 6	58
COc1ccc(S(=O)(=O)Nc2ccc([N+](=O)[O-])cc2C)cc1
 : 5	nt
Cc1n[nH]c(C)c1CCC(=O)N/N=C/c1ccc(O)cc1
 : -2	nt
N#CCCn1c(SCC(=O)N2CCN(S(=O)(=O)c3ccccc3)CC2)nc2ccccc21
 : -2	96
O=C(O)c1cccc(COCC(F)(F)C(F)F)c1
 : 15	75
COc1ccccc1OCC(=O)Nc1ccc(C(=O)O)cc1
 : 4	nt
O=C(CSc1nnnn1C1CCCC1)N1CCN(C(=O)c2ccco2)CC1
 : 3	120
O=C1C=C(c2cccs2)CC(c2ccccc2)C1n1nnc([N+](=O)[O-])n1 (stereo not drawn)
 : 0	nt

The final 4 compounds of the section above are carried over, then new ones follow:
Fields: HePTP inh	BAP1 block
O=C(O)c1cccc(COCC(F)(F)C(F)F)c1
 : 15	75
COc1ccccc1OCC(=O)Nc1ccc(C(=O)O)cc1
 : 4	nt
O=C(CSc1nnnn1C1CCCC1)N1CCN(C(=O)c2ccco2)CC1
 : 3	120
O=C1C=C(c2cccs2)CC(c2ccccc2)C1n1nnc([N+](=O)[O-])n1 (stereo not drawn)
 : 0	nt
O=C(NCc1ccc2c(c1)OCO2)C1CCN(Cc2cnn(-c3ccccc3)c2-n2cccc2)CC1
 : -2	124
O=C1NC(=S)S/C1=C/c1cc(I)c(O)c(I)c1
 : 101*	nt
O=C(Nc1ccc(N2CCCCC2)cc1)c1ccc([N+](=O)[O-])cc1
 : -19	nt
CC1=C(C(=O)Nc2ccc(C)cc2)C(c2ccccc2F)NC(=O)N1 (stereo not drawn)
 : -18	nt
NC1=NC(=O)/C(=C/c2ccc(OC(=O)c3ccccc3Br)cc2)S1
 : 8	nt
COc1ccc(-n2c(SCC#N)nnc2-c2ccc(NS(=O)(=O)c3ccc(C)cc3)cc2)cc1
 : -10	59
O=S(=O)(c1ccc(Cl)cc1)N1CCNCC1
 : -6	nt
COc1cc2c(cc1NC(=O)c1c(-c3ccccc3)noc1C)oc1ccccc12
 : 1	nt
CC(C)OC(=O)c1ccc(NC(=O)COc2cccc(Cl)c2)cc1
 : 6	nt
C/C(=N\NC(=O)c1cc(-c2cccc([N+](=O)[O-])c2)n[nH]1)c1ccccc1O
 : -7	nt
C=CCn1c(=O)/c(=C/c2cc(OC)c(OC)c(OC)c2)s/c1=C(/C#N)c1nc2ccccc2n1C
 : 10	nt
COc1ccc2nc(C)c3c(c2c1)OC(C)C3 (stereo not drawn)
 : 2	51
COC(=O)c1c(C)oc2cc(Br)c(OCc3ccccc3)cc12
 : -7	nt
COc1ccc(NC(=O)CC(c2ccccc2)c2ccccc2)cc1
 : -2	nt
Cc1cc(C)c(C(=O)Nc2ccc(S(=O)(=O)Nc3onc(C)c3C)cc2)c(C)c1
 : 10	94
COc1cc(-c2cc(C(F)(F)F)n3ncc(C(=O)NCc4cccnc4)c3n2)cc(OC)c1OC
 : 7	nt
COC(=O)Cn1c(C)nc(=O)c(-c2ccccc2)c1C
 : 4	92
Cc1ccc(N2C(=O)c3cccc4c(C(=O)O)ccc(c34)C2=O)cc1
 : -3	nt
CN(C)c1ccc(NC(=O)N2CCOCC2)cc1
 : -3	nt
Cc1cc(/C=C2/SC(=O)NC2=O)c(C)n1-c1cccnc1
 : -4	nt
Cc1cccc(N=Cc2c(O)c(C(=O)Nc3ccccc3C)cc3ccccc23)c1
 : nt	75
Cc1ccsc1/C=c1\sc2nc3ccccc3n2c1=O
 : -6	nt
CC(C)COc1ccc(C(=O)N2CCCCCC2)cc1
 : 2	nt
CCCOC(=O)Nc1ccc(S(=O)(=O)Nn2cnnc2)cc1
 : 4	97
CCOc1ccc(C2C(C(=O)OC)=C(C)N=C3SCCC(=O)N32)cc1OCC (stereo not drawn)
 : -5	87
Nc1[nH]n(-c2ccccc2)c(=O)c1N=Nc1ccc2[nH]c(=O)[nH]c2c1
 : -2	nt
CCOCCCN1CC(C(=O)NCCc2ccccc2)CC1=O (stereo not drawn)
 : 5	114
O=C(O)CSc1nnc(-c2ccncc2)n1C1CCCCC1
 : 5	107
CCOC(=O)C1CCN(Cc2cn[nH]c2-c2ccccc2)CC1
 : 0	nt
COc1cccc(N2C(=O)C(=O)/C(=C(\O)c3ccccc3)C2c2cccc([N+](=O)[O-])c2)c1 (stereo not drawn)
 : 7	nt

The results go on:
smiles | HePTP inh | BAP1 block
C(=C\c1ccccc1)/CSc1nnc(-c2cccnc2)o1 | 8 | 98
CCc1nnc(NC(=O)CN2C(=O)c3ccccc3S2(=O)=O)s1 | 5 | 92
Cc1cccc(-n2ncc3c(NCc4cccnc4)ncnc32)c1 | 6 | 100
O=C1CC(Sc2nnc(-c3ccccc3)o2)C(=O)N1c1ccccc1 (stereo not drawn) | 8 | 147
Cc1cccc(N=C2NC(=O)/C(=C\c3ccc(Br)cc3)S2)c1C | -8 | nt
CCOC(=O)C1CCCN(C(=O)C2CCN(S(=O)(=O)c3cnc[nH]3)CC2)C1 (stereo not drawn) | -10 | 100
C=CCN(CC=C)C(=O)CCc1ccccc1 | 5 | nt
COc1cccc(-c2nnc3sc(-c4ccc(C)cc4)nn23)c1 | 16 | 81
CCOC(=O)c1c(NC(=S)Nc2ccc(OC)cc2)sc2c1CCCCC2 | -6 | nt
COC(=O)c1cn(C)c2ccc(S(=O)(=O)N3CCCCC3)cc2c1=O | 4 | 99
O=C(COC(=O)c1cc(S(=O)(=O)N2CCOCC2)cs1)c1ccccc1 | 6 | 96
O=C(CSc1nnc(-c2ccc(NS(=O)(=O)c3ccccc3)cc2)o1)NCC1CCCO1 (stereo not drawn) | -5 | 89
CCOC(=O)/C=C(\C)CC/C=C(/C)CC | 2 | nt
Cc1ccccc1OCC1CN(CN2CCOCC2)C(=O)O1 (stereo not drawn) | -3 | 99
O=C(Nc1ccc(Br)c(C(F)(F)F)c1)c1ccc(F)cc1 | nt | 121
CCCOC(=O)CSC1=C(C#N)C(c2ccccc2Cl)CC(=O)N1 (stereo not drawn) | -3 | 99
NC(=O)c1c(NC(=O)CSc2nc3ccccc3o2)sc2c1CCCC2 | nt | 61
COc1cccc(-c2nc3cc(NC(=O)c4cccc(Cl)c4Cl)ccc3o2)c1 | -15 | nt
O=C1c2ccc3c4c(ccc(c24)C(=O)N1CCc1ccc(Cl)cc1)CC3 | -12 | nt
COc1ccc2cc(CN(CCCN3CCOCC3)Cc3nnnn3C3CCCCC3)c(=O)[nH]c2c1 | 12 | 88
CCOC(=O)Nc1cc(Br)c2c(c1)OCCO2 | -12 | 94
Cc1cc2c(cc1C)NC(c1coc3ccccc3c1=O)C1=C(CC(C)(C)CC1=O)N2 (stereo not drawn) | 6 | nt
CC1=CCC(CN(CCCN(C)C)CC2CC=C(C)CC2)CC1 (stereo not drawn) | 4 | nt
CCCn1c(C)cc(C(=O)COC(=O)c2ccc(Cl)c(S(=O)(=O)N3CCCC3)c2)c1C | -1 | nt
C=CCSc1nc2sc3c(c2c(=O)[nH]1)CCC3 | -8 | nt
CCc1ccccc1NC(=O)C1(c2ccccc2)CC1(Cl)Cl (stereo not drawn) | -20 | nt
Cc1nn(Cc2ccccc2)c(C)c1NC(=O)CCC(=O)O | -6 | 96
O=C(CCC1CCCC1)N1CCC(N2CCN(c3ccccc3)CC2)CC1 | 2 | 109
CCC1=NN(C(=O)c2cccnc2)C(O)(c2ccccc2)C1 (stereo not drawn) | -4 | nt
O=C(CN(c1ccccc1F)S(=O)(=O)c1ccccc1)N1CCCCCC1 | 2 | nt
CCn1c(C)nc2cc(S(=O)(=O)N3CCCC3)ccc21 | 5&2 | 104
COc1ccc(C(=O)NCC(C)CN(C)C)cc1 (stereo not drawn) | 6 | 96
CCOC(=O)c1cc(NC(=O)c2cccnc2)cc(C(=O)OCC)c1 | 7 | 102
Cc1cccc(N2C(=O)Cn3c2nc2c3c(=O)n(C)c(=O)n2C)c1 | -18 | nt
CCOc1ccc(C(=O)Nc2cc(-c3nc4ncccc4o3)ccc2C)cc1 | nt | 375
O=C(Nc1nnc(-c2ccc(Br)cc2)s1)c1ccco1 | nt | 137

2 successive records out of the list so far:
smiles | HePTP inh | BAP1 block
CCOc1ccc(C(=O)Nc2cc(-c3nc4ncccc4o3)ccc2C)cc1 | nt | 375
O=C(Nc1nnc(-c2ccc(Br)cc2)s1)c1ccco1 | nt | 137

Screens from PubChem.
